Abeta yeast res: qHTS for compounds that reverse cellular toxicity of Amyloid beta (A-beta) peptide in yeast: Primary Screen; yeast expressing A-beta42, growth rescue, OD600, 48 h; response scale: 0% DMSO, 100% iron-clioquinol control; Potency, µM (top dose mostly 46.1 µM), inactives show top-dose growth rescue, most hits filed as activators; 410,000 tested, 0.063% active; further: potency means the concentration at half of the fitted maximal effect; nearly all actives have a fitted effect of over 55% in size
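Yeast A-beta toxicity model in growth medium with pinned compounds, 48 h at 30 C; growth read as absorbance at 600 nm. Normalized to FeCl3/clioquinol equimolar mix (positive) and DMSO (negative).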
TGFb SMAD3 inh: qHTS for Inhibitors of TGF-b; Potency, µM (doses to about 46.1 µM), inactives show at the highest dose activity, negative = inhibition, most hits filed as inhibitors; 410,000 tested, 1.2% active; HepG2 CAGA-GFP TGF-b/SMAD3 reporter, GFP fluorescence, 18 h; TGF-beta stimulated, 500 pg/mL final; further: potency means the concentration at half of the fitted maximal effect; on the % scale 0 is the no-effect control and ±100 the full control effect; nearly all actives have a fitted effect of over 65% in size
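First, reporter cells (HEPG2 CAGA-GFP) rested 2 h at 37 degrees C. Next, compounds were pinned in and TGF-beta added to 500 pg/mL final. After 18 h, GFP was imaged per cell and summed per well.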
HepG2 tox: qHTS for Inhibitors of TGF-b: Cytotox Counterscreen; HepG2 CAGA-GFP viability, ATP luminescence, 18 h; 410,000 tested, 0.76% active; Potency, µM (titrated, usually from 46.1 µM), inactives show at the top dose activity change, negative = cytotoxicity, most hits filed as cytotoxic; further: potency means the concentration at half of the fitted maximal effect; some results filed as inactive show a strong effect at the top dose
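HepG2 CAGA-GFP cells (1000/well, DMEM with 1% FBS) received compound, then TGF-beta at 500 pg/mL final, and were incubated 18 hours at 37 degrees C. Viability was read by CellTiter-Glo luminescence. Media-only wells were set as complete cell-killing and DMSO as no toxicity.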
Nrf2 activator: qHTS of Nrf2 Activators. Potency, µM (titrated, usually from 46.1 µM), without a hit: at the highest dose activation, actives largely listed as activators. 410,000 tested, 0.31% active. AREc32 ARE-luciferase reporter (MCF7-derived line), luminescence, 24 h; further: potency means the concentration at half of the fitted maximal effect; % of control where 0% means no effect; nearly all actives have a fitted effect of over 65% in size
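Luciferase luminescence (Steady-Glo, 30 min at room temperature) served as the read-out of ARE activation in AREc32 cells treated with compounds for 24 hr at 37 deg C.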
A549 tox: Nrf2 qHTS screen for inhibitors: counterscreen for cytotoxicity; A549 ARE-Fluc cells, CellTiter-Fluor viability, 18-24 h; Potency, µM (series often up to 46 µM), for the others: at the top dose activity change, negative = cytotoxicity, hits mostly inhibitors; 390,000 tested, 0.16% active; AID 504648, 2011; further: potency means the concentration at half of the fitted maximal effect; on the % scale 0 is the no-effect control and ±100 the full control effect
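A549 ARE-Fluc cells in 5% FBS OPTI-MEM, 5000 cells/well, rested 2 h then exposed to compounds in concentration-response for 18-24 h at 37 °C. Viability by CellTiter-Fluor fluorescence (Ex 405/Em 525) after 30 min; luciferase luminescence (BugLite, 15 min, RT) read afterwards.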
CCT chaperon mod: High-Throughput Screening for Modulators of Cytosolic Chaperonin Activity; 360,000 tested, 0.3% active; activity change, % (no concentration beside the values), hits read low; purified chaperonin ATPase assay, HTRF ADP detection, 30 min; in the data active means activity change below about -30%; further: on the % scale 0 is the no-effect control and ±100 the full control effect
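Enzyme 40 or 20 nM (batch-dependent) in Tris pH 7.4/KCl/MgCl2/DTT; cpd 76 uM single point; ATP 10 uM; 30 min 37 °C; Transcreener ADP HTRF detection, 30 min RT; ratio 665/615.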
Nrf2 block: Nrf2 qHTS screen for inhibitors. A549 ARE-Fluc reporter, luciferase luminescence, 18-24 h. AID 504444, 2011. Potency, µM (top dose mostly 46 µM), inactives show at the highest dose activity change, negative = inhibition, hits mostly inhibitors. 360,000 tested, 2.1% active; further: potency means the concentration at half of the fitted maximal effect; on the % scale 0 is the no-effect control and ±100 the full control effect; nearly all actives have a fitted effect of over 60% in size
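Nrf2 function is reported as luminescence of an ARE-controlled luciferase in A549 cells. Compounds were tested at several concentrations, and a CellTiter-Fluor read on the same wells flagged cytotoxicity.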
MmCpn inh: Inhibitors of TCP-1 ring complex (TRiC) of Methanococcus maripaludis (MmCpn): qHTS. Chaperonin Mm-Cpn (Methanococcus maripaludis). Potency, µM (series often up to 76.9 µM), without a hit: top-dose activity, negative = inhibition, most hits filed as inhibitors. purified Mm-Cpn ATPase, ADP Transcreener TR-FRET. 330,000 tested, 0.031% active; further: potency means the concentration at half of the fitted maximal effect; on the % scale 0 is the no-effect control and ±100 the full control effect; nearly all actives have a fitted effect of over 80% in size
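Compound-treated chaperonin, 25 nM final, turns over 10 uM ATP at 37°C for 30 min following a 10 min preincubation; ADP generated competes with ADP-d2 for Eu-cryptate antibody, lowering FRET.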
Akt phos inh: HTS Assay for Inhibitors of Akt Phophorylation: Primary Screen. Neuro2A IGF-stimulated pAkt S473 HTRF, 20 min; active compounds read low. activity change, % for hits at 50 µM. 360,000 tested, 0.32% active. AID 651550, 2012; in the data active means activity change below about -80%; inconclusive means mostly about -51% to -80%; further: on the % scale 0 is the no-effect control and ±100 the full control effect
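Neuro2A cells in DMEM with 0.5% FBS, overnight at 37 deg C, given compound at single 50 µM final, then IGF (6 nM final) for 20 min at 37 deg C. Lysed; phospho-Akt Ser473 by HTRF after 24 h, 665/615 ratio.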
* = called active by the depositor; i = inactive; u = inconclusive; x = no result given; & = joins results of further samples; [ ] = dose if it differs, or a comment. Unless noted, the call rests on the fitted dose curve; in most records, active means well fitted curve in the direction sought with a large enough effect; inconclusive means small, poorly fitted or top-dose-only effect, or another doubt; inactive means no such curve, though single readings can be large; an effect the other way counts as inactive or inconclusive.

SMILES	Abeta yeast res	TGFb SMAD3 inh	HepG2 tox	Nrf2 activator	A549 tox	CCT chaperon mod	Nrf2 block	MmCpn inh	Akt phos inh
Cc1ccc2c(c1)-c1ccccc1S(=O)(=O)N2	-4%	-1%	-24%	-0.8%	3%	-2.4	-8%	1%	i
O=C(Nc1ccc(S(=O)(=O)N2CCCC2)cc1)c1ccccc1	-1%	-7%	0%	2.7%	5%	0.3	u	-4%	i
NC(=O)c1ccccc1OCC(=O)N1CCCC1c1ccc2c(c1)OCCCO2 (stereo not drawn)	9%	-6%	-2%	-0.2%	-11%	-0.4	-25%	0%	i
CC(=O)NCc1ccc(S(=O)(=O)NC(C)CCc2ccccc2)cc1 (stereo not drawn)	-3%	6%	-6%	-0.2%	-16%	0.3	u	-1%	i
Cc1ccc(C)c(N2CCN(C(=O)c3cc4ccccc4oc3=O)CC2)c1	1%	-9%	-2%	-1.0%	0%	0.3	-7%	0%	i
Nc1ccc(C(=O)NCc2ccccc2)cc1	-9%	-1%	3%	-0.3%	5%	1.9	21%	1%	i
O=C(COc1ncnc2cc([N+](=O)[O-])ccc12)NCCc1ccc(Cl)cc1	-3%	-8%	-7%	0.7%	-2%	-1.6	-11%	-7%	i
COc1ccc(CC(=O)Nc2ccc(S(=O)(=O)NCC3CCCO3)cc2)cc1 (stereo not drawn)	1%	-13%	-30%	-0.2%	-2%	1.6	-20%	2%	i
Fc1ccc(Nc2ccnc(C(F)(F)F)c2)cc1	-17%	-9%	-5%	2.1%	3%	-2.0	-7%	1%	i
COc1cccc(SCc2noc(C(=O)NC(C)C)c2C(=O)NC(C)C)c1	7%	0%	-18%	-0.3%	1%	-2.2	-4%	2%	i
CCOc1ccc(C(CC(=O)O)N2Cc3ccccc3C2=O)cc1OC (stereo not drawn)	-7%	12%	6%	0.0%	-1%	x	-3%	x	x
O=S(=O)(Nc1ccc(O)c2ncccc12)c1ccccc1F	-29%	-21%	-20%	5.0%	-11%	x	-14%	x	x
COc1ccc(Oc2nc(-c3cccnc3)nc3ccccc23)cc1	-20%	0%	-168%	-0.9%	4%	0.2	-29%	-2%	i
CCN(CC)c1ccc(NC(=O)CN2C(=O)c3cccnc3Sc3ccccc32)c(C)c1	1%	46%[activator]	29%	4.6%	7%	x	u	x	x
CC(=O)Nc1cc(-c2ccc(C(=O)N3CCOCC3)cc2)cn2c(-c3cccc(C(C)=O)c3)cnc12	4%	14%	-3%	4.6%	x	-6.4	x	x	i
Cc1cccc(OCC(=O)NCCNC(=O)c2ccco2)c1	-20%	6%	1%	1.0%	-4%	0.6	17%	-2%	i
Cc1cccc(N(C)c2nc3ccc(C(=O)c4ccccc4)cc3n3c(C)nnc23)c1	-7%	-20%	-15%	0.3%	10%	x	-13%	x	x
Cc1ccc(C(=O)O)cc1NC(=O)c1cccs1	24%	5%	3%	-0.4%	2%	-2.0	0%	-4%	i
O=c1nc2n(c3cc(Cl)c(S(=O)(=O)N4CCOCC4)cc13)CCCCC2	-1%	-2%	-2%	0.1%	-14%	0.3	-13%	0%	i
CN1/C(=C\C=O)C(C)(C)c2ccccc21	-2%	-4%	-10%	-0.3%	2%	-0.4	-26%	-2%	i
O=C(CN1C(=O)NC2(CCOc3ccccc32)C1=O)c1ccc(Cl)cc1 (stereo not drawn)	-11%	0%	-12%	-0.1%	0%	-1.4	2%	-1%	i
CC(C)C(=O)Nc1ccc(C(=O)NC2CCSC2=O)cc1 (stereo not drawn)	-6%	-1%	-16%	0.2%	14%	-0.8	16%	0%	i
Cc1cccc(C)c1NC(=O)CN(C)C(=O)CC1Sc2ccccc2NC1=O (stereo not drawn)	7%	1%	2%	0.1%	-2%	-4.1	2%	0%	i
COc1ccc(C(=O)NCCCOc2cccc(NC(C)=O)c2)cc1	-9%	0%	-26%	-0.3%	-6%	-0.9	2%	1%	i
CC(C)CNC(=O)c1[nH]c(C(F)(F)F)nc1-c1ccccc1	-14%	10%	-60%	-0.1%	x	1.8	x	x	i
S=C(N/N=C/c1ccc(Cl)cc1)N1CCOCC1	u	2%	12%	5.7%	3%	-0.1	5%	0%	i
C=CCn1c(SCC(=O)NC2CCCCC2)nc2ccccc2c1=O	8%	-2%	30%	2.9%	-1%	-1.0	u	-3%[15.4 µM]	i
CC1CCN(C(=O)CSc2nnc(Cc3cc(=O)[nH]c(=O)[nH]3)n2-c2ccc(Cl)cc2)CC1	-3%	-8%&6%	-3%&6%	-0.7%	-1%&0%	-1.3	3%&4%	0%	i
COC(=O)c1ccc(NC(=O)n2ncc3c(C)cccc32)cc1	-7%	20%	13%	-0.3%	4%	x	22%	x	x
CCc1ccc(NC(=O)c2ccc(NC3=NC4CS(=O)(=O)CC4S3)cc2)cc1 (stereo not drawn)	-3%	1%	-1%	1.0%	-8%	0.0	8%	3%	i
O=C(NNC(=O)c1cccc([N+](=O)[O-])c1)c1ccncc1	-8%	1%	-2%	0.5%	-1%	0.1	-9%	-6%	i
CC(C)COC(=O)N(C)C[C@H]1OCc2cnnn2CCCC(=O)N([C@H](C)CO)C[C@H]1C	5%	3%	-29%	-0.5%	x	-0.1	x	x	i
Cc1ccc(-c2cn3ccc(C)cc3n2)cc1	12%	-15%	-28%	6.5%	7%	x	u	x	x
CC(C)(C)n1cnc2cc(NS(=O)(=O)c3ccccc3)ccc21	1%	11%	0%	4.5%	-1%	-0.8	x	0%	i
CCn1cc(C(=O)N[C@H](C(=O)NC(C)(C)CO)C(C)C)c(=O)c2cc3c(cc21)OCO3	5%	-12%	-4%	-0.1%	-6%	2.6	-8%	-1%	i
Cc1c(C)c(C)c2[nH]c(=S)[nH]c2c1C	4%	0%	-30%	0.2%	13%	1.2	5%	-5%	i
C=C(C)C1CC=C(C)/C(=N/NC(=O)COc2ccc(Cl)cc2)C1 (stereo not drawn)	-12%	0%	-15%	-0.6%[9.22 µM]	14%	-1.9	21%	1%	i
CCCOc1ccc(/C=C/c2c([N+](=O)[O-])c(=O)n(C)c(=O)n2C)cc1	-8%	-3%	-13%	11%	-2%	1.6	u	1%	i
Cn1cc(CC(=O)N2CCN(c3ccc(Cl)cc3)CC2)c2ccccc21	-2%	11%	-16%	2.8%	2%	-1.6	x	-1%	i
CCOC(=O)C1CCN(S(=O)(=O)c2c(C)[nH]c(C)c2C(=O)N2CCCC2)CC1	10%	-1%	0%	0.2%	1%	-0.6	4%	1%	i
CC(CCc1ccccc1)NC(=O)COC(=O)c1cccn1C (stereo not drawn)	10%	10%	-3%	1.0%	-3%	-1.1	5%	0%	i
CCn1c(=O)n(CC)c2cc(S(N)(=O)=O)c(C)cc21	5%	14%	-1%	0.1%	0%	-2.0	u	1%	i
COC(=O)c1c(NC(=O)CN2CCC3(O)CCCCC3C2c2cc(OC)ccc2OC)sc(C)c1C (stereo not drawn)	16%	-50%	-53%	3.2%	-24%	-1.0	18µM*	-16%	i
O=C(CN1C(=O)c2ccccc2S1(=O)=O)Nc1ccccc1C(=O)NCc1ccco1	15%[9.22 µM]	-31%	0%	2.7%	-3%	0.6	x	-1%	i
O=C(OCC(=O)N1CCCc2ccccc21)c1ccc(C(F)(F)F)cc1	-2%	-9%	-6%	2.2%	1%	1.6	1%	-2%	i
O=C(CCC1CCCC1)NCc1ccccn1	17%	-18%	-3%	0.2%	-5%	1.4	3%	-2%	i
Cc1cc(NC(=O)CCn2c(=O)c3cccn3c3cccnc32)ccc1Br	-10%	19%	0%	0.5%	7%	x	-11%	x	x
CCOC(=O)c1ccc(N/C(=N/S(=O)(=O)c2ccccc2)c2ccccc2)cc1	-1%	-6%	-6%	-0.9%	-5%	1.6	11%	2%	i
CCOc1ccc2nc(SCC(=O)Nc3cc4c(cc3C(C)=O)OCO4)[nH]c2c1	-12%	15%	0%	-0.6%	1%	0.7	-19%	-2%	i
O=C(Nc1cccc2cccnc12)c1ccc(Br)cc1	x	-4%	-27%	x	-3%	x	16%	x	x
CCOC(=O)N1C2C=CC(C2)N1C(=O)OCC	7%	17%	-25%	-1.1%	2%	-1.8	5%	x	i
COc1ccc(C(=O)c2c(C(F)(F)F)oc3c2C(=O)c2ccccc2C3=O)cc1OC	-71%[inhibitor]	4µM*	3.5µM*	-3.4%	u	-0.4	x	2%	i
CC1(C)C(=O)C=C(N2CCCCC2)c2ccccc21	6%	-16%	-21%	0.3%	x	-0.8	x	x	i
Cn1c(=O)c2c(ncn2CC(=O)N2CCN(c3ccccc3F)CC2)n(C)c1=O	-3%	-12%	2%	0.1%	-1%	-0.5	8%	3%	i

Some of the entries so far, bar-delimited:
Compound | Abeta yeast res | TGFb SMAD3 inh | HepG2 tox | Nrf2 activator | A549 tox | CCT chaperon mod | Nrf2 block | MmCpn inh | Akt phos inh
Cc1cc(NC(=O)CCn2c(=O)c3cccn3c3cccnc32)ccc1Br | -10% | 19% | 0% | 0.5% | 7% | x | -11% | x | x
CCOC(=O)c1ccc(N/C(=N/S(=O)(=O)c2ccccc2)c2ccccc2)cc1 | -1% | -6% | -6% | -0.9% | -5% | 1.6 | 11% | 2% | i
CCOc1ccc2nc(SCC(=O)Nc3cc4c(cc3C(C)=O)OCO4)[nH]c2c1 | -12% | 15% | 0% | -0.6% | 1% | 0.7 | -19% | -2% | i
O=C(Nc1cccc2cccnc12)c1ccc(Br)cc1 | x | -4% | -27% | x | -3% | x | 16% | x | x
